# Screening results deposited in PubChem BioAssay by National Center for Advancing Translational Sciences (NCATS).
# IL2 activator – activators of IL-2 | IL-2 activation reporter assay, cell-based qHTS; stimulated with anti-CD3/CD4/CD28 beads; in transgenic mouse T cells | activation, % (series mostly up to about 46 µM) | 360,000 tested, 0.065% active | AID 652025; in the data active means activation above about 50%; inconclusive means mostly about 30% to 49%; further: 0% is about no effect
#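 Quantitative HTS in unstimulated transgenic mouse T cells, with memory T cells as non-tolerant control and PMA/ionomycin as tolerance-bypass control. Compound pretreatment lasted 60 minutes before 18 h bead stimulation; EGFP/DsRed fluorescence read.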
# PLK1 PBD block – blocks phosphopeptide binding to human PLK1 polo-box domain; Plk1 PBD binding of FITC phosphopeptide, fluorescence polarization; Potency, µM, without a hit: max response, negative = inhibition, most hits filed as inhibitors; 360,000 tested, 2.8% active; AID 720504; further: potency means the concentration at half of the fitted maximal effect; series mostly up to about 57 µM; on the % scale 0 is the no-effect control and ±100 the full control effect; nearly all actives have a fitted effect of over 65% in size
# PI5P4Ka inh – PI5P4K alpha (human) kinase inhibition | AID 652105 | 330,000 tested, 1.2% active | P48426 | max response, % | PI5P4Kalpha enzyme, ADP-Glo luminescence, 60 min; stronger effect = lower value; active means max response of -50% or lower; inconclusive means between -30% and -50%; inactive means -30% or higher; further: value at the top dose of about 77 µM; on the % scale 0 is the no-effect control and ±100 the full control effect
#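 Reactions run in 0.038 M HEPES pH 7.4, 0.28 mM EGTA, 0.1% CHAPS and 5% DMSO, with PI5P4Kalpha, substrate, compound and 5 microM ATP final, one hour at room temperature. Readout is ADP-Glo luminescence.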
# FUS suppressor – rescues growth of FUS-expressing yeast | S. cerevisiae FUS-expressing, growth rescue, OD600, 24 h | Potency, µM (titrated, usually from 76.6 µM), inactives show top-dose growth rescue (activation), hits mostly activators | 390,000 tested, 0.24% active;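 further: potency means the concentration at half of the fitted maximal effect; plate controls were DMSO vehicle for no effect and reference control for full effect; nearly all actives have a fitted effect of over 55% in size; some results filed as inactive show a strong effect at the top dose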
#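 Galactose (2%) drives FUS expression in yeast precultured in raffinose; seeding density OD 0.005. Test compounds incubated 24hr at 30C and 99% humidity before absorbance at 600 nm was measured.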
# WRN inhibitor – inhibitors of human WRN helicase; Q14191; WRN helicase unwinding, fluorescent forked duplex, kinetic; Potency, µM (doses to about 114 µM), inactives show at the highest dose activity change, negative = inhibition, most hits filed as inhibitors; 360,000 tested, 0.46% active; further: potency means the concentration at half of the fitted maximal effect; on the % scale 0 is the no-effect control and ±100 the full control effect; nearly all actives have a fitted effect of over 55% in size
#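 Screening of the MLSMR collection measured strand separation of a quenched forked DNA duplex (100 nM) by 20 nM WRN with 2 mM ATP, all final. Compounds were preincubated with enzyme 15 min at room temperature.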
# EPAC1 agonist – EPAC1 (human) agonism | O95398 | EPAC1 agonist qHTS, biochemical assay; response scale: 100% = response to 6.5 mM cAMP | Potency, µM (titrated, usually from 154 µM), without a hit: at the top dose activation, most hits filed as activators | 360,000 tested, 0.073% active; further: potency means the concentration at half of the fitted maximal effect; nearly all actives have a fitted effect of over 60% in size
# Target sequence (O95398 whole entry, looked up): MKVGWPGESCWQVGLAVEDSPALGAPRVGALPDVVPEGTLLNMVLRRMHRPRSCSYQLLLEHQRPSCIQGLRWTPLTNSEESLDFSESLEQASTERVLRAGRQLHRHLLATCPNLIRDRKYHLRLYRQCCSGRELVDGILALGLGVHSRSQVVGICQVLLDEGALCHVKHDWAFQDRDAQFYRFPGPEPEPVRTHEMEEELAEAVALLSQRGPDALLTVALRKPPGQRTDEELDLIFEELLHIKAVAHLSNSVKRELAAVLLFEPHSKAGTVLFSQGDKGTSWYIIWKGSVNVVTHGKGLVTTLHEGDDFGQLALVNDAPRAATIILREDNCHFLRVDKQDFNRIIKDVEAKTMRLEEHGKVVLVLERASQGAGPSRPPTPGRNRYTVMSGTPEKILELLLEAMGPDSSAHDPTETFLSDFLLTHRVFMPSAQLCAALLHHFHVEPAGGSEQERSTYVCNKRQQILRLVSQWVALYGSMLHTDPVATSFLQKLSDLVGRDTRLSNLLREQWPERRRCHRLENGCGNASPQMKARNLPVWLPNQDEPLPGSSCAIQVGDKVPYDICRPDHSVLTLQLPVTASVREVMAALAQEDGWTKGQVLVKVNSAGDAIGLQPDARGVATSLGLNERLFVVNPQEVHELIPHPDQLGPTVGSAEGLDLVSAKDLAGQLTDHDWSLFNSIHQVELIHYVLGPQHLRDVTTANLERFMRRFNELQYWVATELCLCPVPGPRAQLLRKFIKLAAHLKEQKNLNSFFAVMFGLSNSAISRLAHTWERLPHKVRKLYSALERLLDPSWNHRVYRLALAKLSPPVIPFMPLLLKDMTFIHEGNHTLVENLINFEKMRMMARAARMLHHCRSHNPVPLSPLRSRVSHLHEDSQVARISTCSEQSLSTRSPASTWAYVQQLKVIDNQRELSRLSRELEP
#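 Compounds were pinned as a concentration titration into mixtures of EPAC1 (100 nM), BODIPY-GDP-loaded Rap1B (250 nM) and GDP (50 uM). After 5 min at room temperature, fluorescence was followed for 30 min; activity was scaled to 6.5 mM cAMP.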
# EPAC1 antagonist – blocks human EPAC1 exchange factor. EPAC1 GEF assay, Rap1b-BODIPY-GDP exchange fluorescence. Potency, µM (doses to about 115 µM), for inactives: at the top dose activity change, negative = inhibition, most hits filed as inhibitors. 360,000 tested, 0.14% active. AID 720709;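 further: potency means the concentration at half of the fitted maximal effect; plate controls were vehicle for no effect and positive control for full effect; nearly all actives have a fitted effect of over 50% in size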
# Abeta rescue – A-beta toxicity reversal in yeast | yeast expressing A-beta42, growth rescue, OD600, 48 h; response scale: 0% DMSO, 100% iron-clioquinol control | Potency, µM (titrated, usually from 46.1 µM), for inactives: top-dose growth rescue, usual class: activators | 410,000 tested, 0.063% active | AID 1347071; further: potency means the concentration at half of the fitted maximal effect; nearly all actives have a fitted effect of over 55% in size
#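 Yeast growth medium received pinned compounds, then yeast cells expressing toxic A-beta were added; plates incubated at 30 C for 48 hr. Growth read as absorbance at 600 nm, normalized to DMSO and equimolar FeCl3 plus clioquinol controls.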
# Numbers without * were called inactive; ? = inconclusive; / = no result given; [ ] = remark or other dose. Unless noted, the call rests on the fitted dose curve; in most records, active means well fitted curve in the direction sought with a large enough effect; inconclusive means small, poorly fitted or top-dose-only effect, or another doubt; inactive means no such curve, though single readings can be large; an effect the other way counts as inactive or inconclusive.
# A first look:
SMILES,IL2 activator,PLK1 PBD block,PI5P4Ka inh,FUS suppressor,WRN inhibitor,EPAC1 agonist,EPAC1 antagonist,Abeta rescue
COc1cccc(CN2CCCC(C(=O)c3ccc4c(c3)OCO4)C2)c1OC (centres undefined),-5.1,-8%,5,9%,-5%,6%,5%,-18%
C=CCn1c(NC(=O)c2ccc(Br)o2)c(C(=O)OCC)sc1=S,4.3,6.7µM*,/,13%,-8%,-2%,15%,7%
CN1CCCC1CCNC1C2CC3CC(C2)CC1C3 (centres undefined),-2.6,-8%,/,10%,9%,5%,2%,-14%
CCn1c(=O)c(=O)[nH]c2cc(C(=O)NC3CC3)ccc21,-0.3,1%,-8,/,-5%,4%,10%,6%
CCOC(=O)N1CCC(NCCNC(=O)c2cccs2)CC1,-4.0,-5%,0,19%,1%,-1%,20%,-13%
O=C(COC(=O)c1ccc(NC(=O)C2CC=CCC2C(=O)O)cc1)c1ccccc1 (centres undefined),-0.9,-1%,0,-13%,4%,-1%,9%,11%
CC(=O)c1cccc(NC(=O)C(C)OC(=O)/C=C/c2cccs2)c1 (centres undefined),-2.1,-6%,2,16%,-4%,10%,-1%,-6%
CCCS(=O)(=O)N1CCN(C(=O)CCC2CCCC2)CC1,0.0,-6%,7,5%,-1%,-3%,-5%,1%
Cn1c(COc2nnc(-c3ccc(Cl)cc3)c3ccccc23)nc2ccccc21,-1.5,-2%,/,-10%,-2%,-3%,12%,13%
CCn1cc(C2=NOC(C(=O)Nc3c(C)nn(Cc4ccc(F)cc4)c3C)C2)c(C)n1 (centres undefined),-3.8,-14%,1,3%,5%,3%,3%,0%
CCOC(=O)CSc1nnc(C)n1N,2.4,-7%,-4,-44%,-26%,4%,-6%,5%[9.22 µM]
COc1ccc(C(=O)NCc2cn3c(C)csc3n2)cc1OC,0.2,-8%,/,-10%,-5%,9%,10%,-3%

# The listing, from the first entry:
SMILES,IL2 activator,PLK1 PBD block,PI5P4Ka inh,FUS suppressor,WRN inhibitor,EPAC1 agonist,EPAC1 antagonist,Abeta rescue
COc1cccc(CN2CCCC(C(=O)c3ccc4c(c3)OCO4)C2)c1OC (centres undefined),-5.1,-8%,5,9%,-5%,6%,5%,-18%
C=CCn1c(NC(=O)c2ccc(Br)o2)c(C(=O)OCC)sc1=S,4.3,6.7µM*,/,13%,-8%,-2%,15%,7%
CN1CCCC1CCNC1C2CC3CC(C2)CC1C3 (centres undefined),-2.6,-8%,/,10%,9%,5%,2%,-14%
CCn1c(=O)c(=O)[nH]c2cc(C(=O)NC3CC3)ccc21,-0.3,1%,-8,/,-5%,4%,10%,6%
CCOC(=O)N1CCC(NCCNC(=O)c2cccs2)CC1,-4.0,-5%,0,19%,1%,-1%,20%,-13%
O=C(COC(=O)c1ccc(NC(=O)C2CC=CCC2C(=O)O)cc1)c1ccccc1 (centres undefined),-0.9,-1%,0,-13%,4%,-1%,9%,11%
CC(=O)c1cccc(NC(=O)C(C)OC(=O)/C=C/c2cccs2)c1 (centres undefined),-2.1,-6%,2,16%,-4%,10%,-1%,-6%
CCCS(=O)(=O)N1CCN(C(=O)CCC2CCCC2)CC1,0.0,-6%,7,5%,-1%,-3%,-5%,1%
Cn1c(COc2nnc(-c3ccc(Cl)cc3)c3ccccc23)nc2ccccc21,-1.5,-2%,/,-10%,-2%,-3%,12%,13%
CCn1cc(C2=NOC(C(=O)Nc3c(C)nn(Cc4ccc(F)cc4)c3C)C2)c(C)n1 (centres undefined),-3.8,-14%,1,3%,5%,3%,3%,0%
CCOC(=O)CSc1nnc(C)n1N,2.4,-7%,-4,-44%,-26%,4%,-6%,5%[9.22 µM]
COc1ccc(C(=O)NCc2cn3c(C)csc3n2)cc1OC,0.2,-8%,/,-10%,-5%,9%,10%,-3%
CCCN(C(=O)CSc1nc2ccccc2n1CC)C1CCS(=O)(=O)C1 (centres undefined),1.2,-5%,-12,7%,3%,-6%,-6%,-1%
CC1CCCN(C(=O)c2ccc3c(=O)n4nc(Nc5ccccc5)sc4nc3c2)C1 (centres undefined),-0.7,3%,-5,-5%,-6%,-14%,-5%,0%
O=C(N/N=C/c1ccc(N2CCCCC2)o1)c1ccccc1,-3.1,?,1,11%,?,-1%,2%,0%
CCn1c2ccccc2c2cc(NC(=O)COc3ccccc3)ccc21,0.0,2%,20,/,-17%,-5%,-29%,?
Cc1sc(-n2c(C)cc(C=O)c2C)c(C(=O)O)c1C,-1.3,-24%,/,36%,-25%,-8%,12%,3%
Cc1cc(C)nc(NS(=O)(=O)c2ccc(NC(=O)Cc3ccc(F)cc3)cc2)n1,0.6,-13%,-1,-2%,-5%,10%,-2%,4%
O=C(COC(=O)c1cc(=O)[nH]c(=O)[nH]1)Nc1cccc(S(=O)(=O)N2CCOCC2)c1,1.5,0%,1,12%,-6%,0%,7%,1%
Cc1ccccc1-c1nnc(SCc2ccc(F)cc2)o1,-1.1,-11%,/,21%,-7%[57.1 µM],26%,-4%,16%
CCN(CC)c1ccc(/C=N/NC(=O)c2nnn(-c3nonc3N)c2CN(C)C2CCCCC2)cc1,-0.6,-14%,-10,-27%,2%,5%,-8%,-12%
CCN(CC(=O)Nc1ccccc1OC)C(=O)CCOc1ccc(C(C)(C)C)cc1,0.2,-6%,18,?,-3%,13%,-18%,28%
N#CCCn1c(=O)n(CCC#N)c2ccccc21,1.3,5%,3,-16%,3%,-1%,-12%,-8%
COc1cccc(OC)c1C(=O)NC(=O)Nc1c(F)c(F)c(F)c(F)c1F,0.4,-12%,0,-5%,-6%,-11%,-8%,-9%
COc1cccc(Nc2nc(N)c([N+](=O)[O-])c(N3CCOCC3)n2)c1,0.0,-9%,-4,-4%,-7%,10%,3%,-17%

# More compounds
SMILES,IL2 activator,PLK1 PBD block,PI5P4Ka inh,FUS suppressor,WRN inhibitor,EPAC1 agonist,EPAC1 antagonist,Abeta rescue
CN1CCN(CC/C=C2/c3ccccc3Sc3ccc(S(=O)(=O)N(C)C)cc32)CC1,-0.1,-12%,1,-1%,0%,3%,-14%,2%
COC(=O)c1ccc(-n2c(C)cc(C(=O)CSc3ccc(NC(C)=O)cc3)c2C)cc1,0.0,13µM*,-4,/,-9%,4%,-14%,-10%
Clc1ccccc1/C=N/NC1=Nc2cccc3cccc1c23,244*,-5%,14,/,-5%,4%,-17%,1%
C=CCN1C(=O)/C(=C/c2ccsc2)SC1=S,-0.1,-2%,-2,-26%,-2%,15%,0%,0%
CC1(C(=O)NS(=O)(=O)c2ccccc2Cl)CCN1C(=O)CCC1CCCC1 (centres undefined),0.1,1%,3,-19%,-3%[57.1 µM],-10%,-9%,-6%
O=[N+]([O-])c1ccc(N2CCN(Cc3ccccc3)CC2)s1,2.4,1%,1,4%,-3%,6%,0%,-7%
CCCCNC(=O)C1CCCN(S(=O)(=O)c2ccc(S(=O)(=O)NCC(C)C)cc2)C1 (centres undefined),-3.0,-5%,/,-7%,-3%,-4%,5%,-1%
O=c1c2ccc(Cl)cc2[nH]c(=S)n1CCCN1CCOCC1,-2.3,-20%,-9,29%,7%,-1%,11%,-13%
NC(=O)c1ccc(NC(=O)CCNC(=O)c2ccco2)cc1,0.1,-10%,7,-6%,-1%,-8%,?,1%
COCCN(C(=O)COC(=O)/C=C/c1cccs1)c1c(N)n(Cc2ccccc2)c(=O)[nH]c1=O,-1.1,1%,-1,3%,1%,2%,-27%,-11%
O=C1c2cccnc2C(=O)N1c1cccc(-c2nc3ccccc3o2)c1,1.1,?,3,3%,-19%,-9%,-10%,10%
C1=C(c2ccccc2)Nc2ncnn2C1c1ccccc1 (centres undefined),0.3,-19%,-8,1%,-4%,15%,3%,3%
CCOc1cc(C#N)c(NC(=O)c2cccnc2Cl)cc1OCC,2.0,-4%,1,3%,2%,-12%,-2%,14%
CCc1ccc(N2CC(C(=O)N(CC)CC(=O)Nc3c(F)cccc3F)CC2=O)cc1 (centres undefined),-3.3,-5%,5,0%,9%,-5%,-2%,8%
Cc1cc(NS(=O)(=O)c2ccc(C3CCCCC3)cc2)no1,-0.9,-12%,/,7%,-4%,6%,5%,-60%[inhibitor]
Cc1ccc(C)c(NC(=O)Cn2c([N+](=O)[O-])cnc2C)c1,-1.9,-6%,0,18%,0%,0%,-15%,20%
CCNC(=O)/C(C#N)=C/c1c(N2CCN(c3ccccc3)CC2)nc2ccccn2c1=O,-1.4,-6%,-1,12%,0%[57.1 µM],-1%,9%,8%
CCOC(=O)c1cc(NC(=O)c2cccs2)ccc1N1CCOCC1,-0.5,-7%,4,7%,-4%,8%,-14%,5%
Cc1noc(C)c1C(=O)Nc1ccc(F)cc1F,-0.4,1%,12,-2%,-4%,6%,-11%,7%
O=C(O)c1cccc(NC(=O)C2CC(=O)N(Cc3ccccc3)C2)c1 (centres undefined),-0.1,-5%,2,-16%,-1%,-2%,-8%,0%
CC(C)N(C(=O)Cn1c(=O)oc2ccccc21)c1ccccc1,0.9,-4%,5,-11%,-18%,10%,13%,-3%
Cc1ccc(CSCC(Nc2ccc(C(=O)O)cc2[N+](=O)[O-])C(=O)O)cc1 (centres undefined),-1.2,-3%,/,2%,-5%,-8%,3%,10%
O=C1c2ccccc2-c2cccnc21,-3.2,-11%,-6,-26%,3%,3%,-8%,20%
Nc1c(S(=O)(=O)c2cccs2)c2nc3ccccc3nc2n1Cc1cccs1,-0.1,-3%,2,-7%,-10%,0%,-2%,-1%
CNc1ccc([N+](=O)[O-])cc1,0.0,4%,0,-10%,-2%,-14%,2%,10%
COc1ccc(C(C)=O)cc1CN1C(=O)NC2(CCCCC2)C1=O,0.0,-7%,-7,2%,4%,-2%,-20%,3%
CC[C@@]1(C(=O)OC)N[C@H](CN(C)C(=O)COC)[C@@H]2C(=O)N(Cc3ccccc3)C(=O)[C@@H]21,0.2,-17%,-4,-32%,2%,-6%,1%,6%
COc1cc(CN2C(=S)NC(C)(C)CC2(C)O)cc(OC)c1 (centres undefined),-0.1,1%,-1,12%,14%,2%,-11%,7%
COc1ccc(S(=O)(=O)Nc2cccc3c2O[C@@H](CN(C)CC2CC2)[C@@H](C)CN([C@@H](C)CO)C3=O)cc1,-2.7,?,-1,18%,-2%,-5%,-8%,-2%

# 3 compounds from above, sorted by their value in PI5P4Ka inh, descending:
compound | PLK1 PBD block | PI5P4Ka inh | WRN inhibitor | EPAC1 agonist | EPAC1 antagonist
Clc1ccccc1/C=N/NC1=Nc2cccc3cccc1c23 | -5% | 14 | -5% | 4% | -17%
Cc1noc(C)c1C(=O)Nc1ccc(F)cc1F | 1% | 12 | -4% | 6% | -11%
Cc1ccc(C)c(NC(=O)Cn2c([N+](=O)[O-])cnc2C)c1 | -6% | 0 | 0% | 0% | -15%
